Source: PubChem BioAssay (several laboratories)
PG9 Ab binder: binders of HIV-1 gp120 antibody PG9, primary screen, biochemical, TR-FRET; HIV-1 gp120 / PG9 antibody interaction; TR-FRET gp120-PG9 antibody binding; inhibition, % at 6.7 µM; actives 0.43% (n = 360,000); in the data active = inhibition above about 8.5%
ABHD4 inh: ABHD4 inhibitors, primary screen, biochemical, fluorescence polarization, mouse; (Lyso)-N-acylphosphatidylethanolamine lipase (Mus musculus), Q8VD66; inhibition, % at 8.92 µM; purified mABHD4, FP-Rh probe fluorescence polarization; actives 0.54% (n = 370,000);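 active = inhibition exceeding the mean over every tested compound plus 3 SD, cut at about 30% in these data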;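 also: 0% = plate median of compound wells and 100% = S159A mutant with DMSO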
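Test system: mouse ABHD4 enzyme, wild type. Reagent: FP-Rh fluorescent activity-based probe, added after compound pre-incubation. Timing: pre-incubation 45 min, probe exposure 60 min, at 25 °C. Technique: FP readout, ex 525 nm / em 598 nm. Benchmarks: high control S159A mutant with DMSO, low control median of compound wells.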
rCAG RNA binder: binders of r(CAG) RNA repeats, primary screen, biochemical, fluorescence. r(CAG) RNA repeat, TO-PRO-1 dye displacement fluorescence. inhibition, % at 3 µM. actives 1.3% (n = 370,000). AID 651821, 2012;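 active = inhibition above the plate cutoff, the mean of all test compounds on that plate plus 3 SD, cut at about 35% in these data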;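 also: 0% = DMSO alone and 100% = 100 µM mitoxantrone as full dye displacement; higher means more dye released from RNA so lower well fluorescence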
SIAE primary: human SIAE inhibitors, primary screen, biochemical, fluorescence polarization, FP-Rh probe, 1536-well HTS; inhibition, % at 9.66 µM; SIAE FP-Rh probe binding; actives 0.69% (n = 370,000); Sialate O-acetylesterase (Homo sapiens), Q9HAT2;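 active = inhibition above a cutoff: mean of compounds within the control limits plus 3 SD of those, cut at about 17% in these data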;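 also: 0% = plate median of compound wells and 100% = probe without SIAE protein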
TDP2 inh: human TDP2 enzyme inhibitors, primary screen, biochemical, epi absorbance, recombinant enzyme; AID 720702, 2013; actives 0.34% (n = 370,000); Tyrosyl-DNA phosphodiesterase 2 (Homo sapiens), O95551; inhibition, % at 12.8 µM; T5PNP hydrolysis, p-nitrophenol absorbance 415 nm;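 active = inhibition above the mean of all tested compounds plus 3 SD, set per campaign, cut at about 25% in these data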;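 also: 0% = DMSO with enzyme and 100% = buffer with substrate but no TDP2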
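Test system: Human TDP2 enzyme | Reagent: 5 mM T5PNP | Compound dosing: 12.8 µM single point, 1% DMSO | Incubation: Enzyme reaction with compound for 2 h at 37 °C | Technique: p-Nitrophenol epi absorbance | Read-out: % inhibition relative to enzyme-containing and enzyme-free wells | Benchmarks: High control without enzyme, low control DMSO plus TDP2 | Replicates: Singlicate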
Rev-erbA mod: modulators of Rev-erb alpha DNA binding, primary screen, biochemical, FITC-DNA, fluorescence polarization, uHTS; activity, % at 10 µM; Rev-erbα–FITC-DNA binding, 90 min; Nuclear receptor subfamily 1 group D member 1 (Homo sapiens), P20393; actives 0.79% (n = 370,000);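 active = activity above about 14%, limit read from the data; passing the limit was not always enough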;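 also: 0% = DMSO wells with 35 nM protein and 100% = DMSO wells with 750 nM protein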
TCR-CD3 inh: inhibitors of human TCR-CD3 interaction, primary screen, biochemical, fluorescence, TAMRA-labeled TCR probe. T-cell receptor (TCR). inhibition, % at 9.4 µM. actives 0.37% (n = 360,000). AID 651800, 2012; in the data active = inhibition above about 19%;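 also: recombinant mutant TCR 2C K166C tagged with TAMRA read by polarization; 0% = receptor in buffer alone and 100% = receptor with positive control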
LEDGF integ inh: blockers of LEDGF/p75-dependent integrase strand transfer – biochemical, TR-FRET, high throughput, primary screen; HIV-1 integrase (with human LEDGF/p75); TR-FRET IN-LEDGF/p75 DNA integration, Eu/Cy5; inhibition, % at 3.7 µM; actives 0.64% (n = 370,000); AID 743269, 2014;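 active = inhibition above the screen-wide mean plus 3 SD, cut at about 13% in these data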;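 also: signal is the Cy5 over europium emission ratio at 671 and 618 nm; 0% = plate median of compound wells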
HTRA1 inh: HTRA1 serine protease inhibitors, primary screen, biochemical, fluorescence polarization, HTS | Q92743 | recombinant HTRA1, FP-rhodamine activity-based probe | inhibition, % at 5.96 µM | actives 0.5% (n = 340,000); in the data active = inhibition above about 36%;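 also: 0% = enzyme with DMSO and 100% = wells lacking enzyme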
Target sequence (Q92743 whole entry, looked up): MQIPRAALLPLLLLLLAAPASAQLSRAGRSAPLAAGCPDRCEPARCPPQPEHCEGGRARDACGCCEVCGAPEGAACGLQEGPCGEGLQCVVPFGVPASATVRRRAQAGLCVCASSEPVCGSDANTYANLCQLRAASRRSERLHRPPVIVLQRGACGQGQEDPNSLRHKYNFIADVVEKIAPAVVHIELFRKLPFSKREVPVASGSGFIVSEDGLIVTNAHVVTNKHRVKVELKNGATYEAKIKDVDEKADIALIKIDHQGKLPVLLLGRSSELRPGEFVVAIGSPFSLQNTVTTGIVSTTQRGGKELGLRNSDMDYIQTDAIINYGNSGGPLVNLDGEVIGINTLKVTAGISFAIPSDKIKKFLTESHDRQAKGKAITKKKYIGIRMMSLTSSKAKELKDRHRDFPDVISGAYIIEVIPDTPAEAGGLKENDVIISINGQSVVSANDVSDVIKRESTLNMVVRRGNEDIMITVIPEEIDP
PRMT1 FP inh: PRMT1 methyltransferase inhibitors, primary screen, biochemical, fluorescence polarization. Protein arginine N-methyltransferase 1 (Homo sapiens), Q99873. recombinant PRMT1, activity-based probe fluorescence polarization. inhibition, % at 2.79 µM. actives 1.3% (n = 370,000);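 active = inhibition above about 21% made by adding two undisclosed values, limit read from the data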
Target sequence (Q99873 whole entry, looked up): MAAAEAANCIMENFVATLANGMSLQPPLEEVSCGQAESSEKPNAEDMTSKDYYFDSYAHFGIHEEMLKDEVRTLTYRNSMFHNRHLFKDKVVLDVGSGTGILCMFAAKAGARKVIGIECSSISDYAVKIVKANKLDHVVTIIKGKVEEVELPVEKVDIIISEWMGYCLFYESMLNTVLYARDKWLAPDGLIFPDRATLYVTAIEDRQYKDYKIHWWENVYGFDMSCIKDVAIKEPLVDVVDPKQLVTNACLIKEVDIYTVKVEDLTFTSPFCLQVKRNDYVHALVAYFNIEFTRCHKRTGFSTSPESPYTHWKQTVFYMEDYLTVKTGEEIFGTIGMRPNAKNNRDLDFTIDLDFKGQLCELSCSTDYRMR
Starred values were filed as active, the others as inactive; / = no result given.

SMILES	PG9 Ab binder	ABHD4 inh	rCAG RNA binder	SIAE primary	TDP2 inh	Rev-erbA mod	TCR-CD3 inh	LEDGF integ inh	HTRA1 inh	PRMT1 FP inh
CCOC(=O)c1sc(SCC(=O)Nc2ccc(N(C)C)cc2)nc1N	-7.7	10	3	3	-1	-2	-1	-3	0	6
O=C(NCCc1c[nH]c2ccccc12)c1ccc2[nH]c(=O)c(=O)[nH]c2c1	-2.2	-2	9	2	0	-10	1	-1	3	1
CCc1ccc(/C(C)=N/NC(=O)C(O)c2ccccc2)s1 (stereo not given)	-1.0	-2	-2	-3	1	-2	-9	3	0	-1
COC(=O)N/N=C\c1cc(Br)ccc1OCc1ccccc1	0.6	-22	-2	-12	-8	2	2	-6	-42	3
COc1ccc2cc(C3C(C#N)=C(N)OC(C)=C3C(C)=O)c(Cl)nc2c1 (stereo not given)	-2.4	-2	6	4	3	-3	4	3	3	9
Cc1cc(OC(=O)c2cc([N+](=O)[O-])ccc2Cl)c([N+](=O)[O-])c(=O)[nH]1	-1.5	-1	1	4	5	-5	6	0	3	-2
CC12CCC(=O)N1C(C(=O)Nc1nnc(SCc3ccc(F)cc3)s1)CS2 (stereo not given)	-2.2	-3	7	0	-10	-2	2	2	-6	-1
CCn1c(SCc2cccnc2)nc2c1c(=O)n(C)c(=O)n2C	-0.7	-4	-4	2	8	2	1	3	8	-1
NNC(=O)c1sc2cc(C(F)(F)F)cnc2c1-c1ccccn1	-0.9	3	4	-6	-3	-1	0	3	/	-2
O=C(Cn1cc(COc2ccc3ccccc3c2)nn1)NS(=O)(=O)c1cccc(OC(F)F)c1	1.0	-6	55*	-3	-1	3	11	-2	/	3
CCOC(=O)c1ccc(-n2[nH]c(-c3ccccc3)cc2=O)cc1	-2.0	1	49*	8	35*	-7	0	6	-11	0
CCC/C=C/c1ccc(CN2C(C(C)C)C(=O)N(Cc3cn(CC4CCCCC4)nn3)CCS2(=O)=O)cc1 (stereo not given)	1.4	-1	7	-1	-14	-8	0	-4	-49	2
Cc1ccc(CN2CC34C=CC(O3)C(C(=O)NCc3ccco3)C4C2=O)cc1 (stereo not given)	1.2	11	4	-1	2	6	-4	-1	1	2
CC(=O)c1ccc(N2CCN(C(=S)Nc3ccccc3C(F)(F)F)CC2)cc1	1.4	4	2	-1	-15	0	-3	0	-1	1
O=C(COC(=O)C1CC2C=CC1C2)Nc1ccccc1[N+](=O)[O-] (stereo not given)	0.2	2	0	-8	-5	-6	-2	3	2	2
COc1ccc(CCC(=O)Nc2nc3ccccc3[nH]2)cc1	0.8	2	1	1	6	4	2	3	4	1
COc1ccc(S(=O)(=O)Cc2ccc(C(=O)NCCCN(C)c3ccccc3)o2)cc1	-1.7	4	0	5	4	-2	-1	-1	0	-1
CN(C)c1nc(NCc2ccccc2)nc(N/N=C/c2ccc(Cl)cc2Cl)n1	-1.3	7	1	-1	-8	/	-3	-2	1	1
Cc1c(C(=O)O)oc2ccc3c(c12)C(O)CC(C)(C)O3 (stereo not given)	-0.7	10	-1	-4	19	-1	0	-3	4	6
COc1ccc(-n2c(=S)[nH]c3cc(C(=O)NCCCN4CCOCC4)ccc3c2=O)c(OC)c1	-0.7	3	-1	3	-13	-3	-3	2	2	-4
Oc1ccccc1C=NNc1nc2ccccc2s1	-0.1	10	17	6	2	-5	0	-2	13	-2
CC1CN(S(=O)(=O)c2cccc(C(=O)OCC(=O)NCc3ccccc3)c2)CC(C)O1 (stereo not given)	0.2	0	-2	4	-6	-2	-9	-1	2	1
O=C(CNC(=O)c1ccccc1)N/N=C/c1ccc([N+](=O)[O-])s1	-5.4	5	1	8	-8	2	-7	6	5	4
O=C1C2C(C(=O)N1c1ccccc1)N1CCCN1C2c1ccccc1 (stereo not given)	-1.6	3	-1	9	6	3	0	-1	7	4
Cc1cc(=O)oc2cc(OC(=O)C3CCN(C(=O)c4ccc(F)cc4)CC3)ccc12	1.9	6	0	4	16	-5	4	-3	-5	6
COc1ccc(C(=O)N2CCc3ccccc3C2)cc1S(=O)(=O)N1CCCC1	-1.6	2	1	-3	9	-5	-7	-4	3	2
O=C(NN=C1CCCCCCC1)c1ccc2ccccc2n1	-4.8	-12	6	-8	-11	-5	-5	10	0	-2
COc1ccc(-c2nn(-c3ccccc3)cc2C(=O)NCC2CCCO2)cc1 (stereo not given)	-0.8	-2	-4	-7	-5	14	2	2	-7	0
CCOC(=O)/C(=C/C1=CC(=C/N(C)C)/C(=O)O1)C(C)=O	-3.1	-3	-31	2	-2	-5	6	-1	-3	-18
CCC(C)NC(=O)c1ccc(CSCc2ccccc2Cl)o1 (stereo not given)	-0.8	-3	-8	5	16	7	2	-1	-4	2
Cn1nnnc1Sc1ncnc2scc(Br)c12	-2.1	1	-1	1	6	-3	-2	-2	-6	3
CCN(CC(=O)Nc1c(F)cccc1F)C(=O)C1(c2ccccc2)CC1	0.7	4	-4	5	7	1	-8	0	-3	1
CCCS(=O)(=O)c1c(S(=O)(=O)CCC)c2ccc(C(N)=O)cn2c1C(=O)c1ccccc1	-2.5	2	-1	10	3	3	3	-1	6	0
COc1cc(Cl)c(C)cc1NCC(=O)Nc1cccc(S(=O)(=O)N2CCCC2)c1	-0.7	0	6	12	-3	7	7	7	10	0
NC(=O)c1ccsc1NC(=O)CSc1nnc(C2CC2)n1Cc1ccccc1	1.7	-2	0	2	-3	-6	3	-2	-7	1
O=C(CNS(=O)(=O)c1ccc(Br)s1)NCCc1ccc(Cl)cc1	-1.4	-3	3	8	4	-2	-6	1	-6	7
CCCCNC(=O)c1nc(C2CCN(S(=O)(=O)c3ccc(OC(F)(F)F)cc3)CC2)oc1-c1ccccc1	-1.2	3	4	0	1	1	7	5	/	2
CCCCNC(=O)N(O)C1N(/N=C/c2ccccc2F)C(=S)SC1(C)C (stereo not given)	-0.5	0	-3	8	-9	-5	-7	4	2	-3
O=c1[nH]c(C2CCCN(S(=O)(=O)c3cccc(Cl)c3)C2)nc2c1nnn2Cc1ccc2c(c1)OCCO2 (stereo not given)	-3.1	2	5	-33	-6	-3	0	-1	-12	-2
Nc1nc2ncccc2cc1C(=O)NC1CC1	1.3	-7	2	2	-1	-4	-4	5	/	-2
COc1cccc(C2=NOC(C(=O)Nc3cccnc3Cl)C2)c1OC (stereo not given)	-2.4	-3	-1	5	7	-2	-4	1	7	2
COC(=O)[C@]12C[C@H](CC(=O)N3CCOCC3)C(=O)N(CCC3=CCCCC3)C1=C[C@H](C(C)C)O[C@@H]2C1CC1	/	-2	3	-1	8	2	/	-1	/	1
O=C(NC(=S)Nc1nc2ccc(F)cc2s1)c1ccco1	-0.5	-6	-2	-3	3	-1	9	0	1	3
Cc1onc(-c2ccccc2Cl)c1C(=O)Nc1cccc2cccnc12	0.2	-28	4	-4	-2	5	5	0	-45	1
CCN(C(=S)Nc1ccc(OC(F)F)cc1)C1CCCCC1	-2.5	2	-5	4	3	-3	-7	-1	0	2
CC(=O)c1ccc(OCC(O)CN2CCN(c3ccc(F)cc3)CC2)cc1 (stereo not given)	0.1	9	-11	2	22	-4	-2	-3	0	3
O=c1oc2ccccc2c(NCc2cccc(F)c2)c1[N+](=O)[O-]	0.0	-6	2	0	4	-9	2	-1	-2	-2
O=C(OCC(=O)N1CCCCC1)c1cc(=O)[nH]c2ccccc12	-0.9	1	0	3	-10	-2	-2	2	4	-4
Cn1cc(P(=S)(N2CCOCC2)N2CCOCC2)cc1P(=O)(N1CCOCC1)N1CCOCC1	1.2	-6	2	-4	-8	0	-6	8	-4	40*
Nc1[nH]c(=O)ncc1F	-1.8	-4	2	2	-8	0	-1	-1	0	-2

Part of the list above, reformatted.
SMILES | PG9 Ab binder | ABHD4 inh | rCAG RNA binder | SIAE primary | TDP2 inh | Rev-erbA mod | TCR-CD3 inh | LEDGF integ inh | HTRA1 inh | PRMT1 FP inh
CCCCNC(=O)c1nc(C2CCN(S(=O)(=O)c3ccc(OC(F)(F)F)cc3)CC2)oc1-c1ccccc1 | -1.2 | 3 | 4 | 0 | 1 | 1 | 7 | 5 | / | 2
CCCCNC(=O)N(O)C1N(/N=C/c2ccccc2F)C(=S)SC1(C)C (stereo not given) | -0.5 | 0 | -3 | 8 | -9 | -5 | -7 | 4 | 2 | -3
O=c1[nH]c(C2CCCN(S(=O)(=O)c3cccc(Cl)c3)C2)nc2c1nnn2Cc1ccc2c(c1)OCCO2 (stereo not given) | -3.1 | 2 | 5 | -33 | -6 | -3 | 0 | -1 | -12 | -2
Nc1nc2ncccc2cc1C(=O)NC1CC1 | 1.3 | -7 | 2 | 2 | -1 | -4 | -4 | 5 | / | -2
COc1cccc(C2=NOC(C(=O)Nc3cccnc3Cl)C2)c1OC (stereo not given) | -2.4 | -3 | -1 | 5 | 7 | -2 | -4 | 1 | 7 | 2
COC(=O)[C@]12C[C@H](CC(=O)N3CCOCC3)C(=O)N(CCC3=CCCCC3)C1=C[C@H](C(C)C)O[C@@H]2C1CC1 | / | -2 | 3 | -1 | 8 | 2 | / | -1 | / | 1
O=C(NC(=S)Nc1nc2ccc(F)cc2s1)c1ccco1 | -0.5 | -6 | -2 | -3 | 3 | -1 | 9 | 0 | 1 | 3
Cc1onc(-c2ccccc2Cl)c1C(=O)Nc1cccc2cccnc12 | 0.2 | -28 | 4 | -4 | -2 | 5 | 5 | 0 | -45 | 1
CCN(C(=S)Nc1ccc(OC(F)F)cc1)C1CCCCC1 | -2.5 | 2 | -5 | 4 | 3 | -3 | -7 | -1 | 0 | 2
CC(=O)c1ccc(OCC(O)CN2CCN(c3ccc(F)cc3)CC2)cc1 (stereo not given) | 0.1 | 9 | -11 | 2 | 22 | -4 | -2 | -3 | 0 | 3
O=c1oc2ccccc2c(NCc2cccc(F)c2)c1[N+](=O)[O-] | 0.0 | -6 | 2 | 0 | 4 | -9 | 2 | -1 | -2 | -2

Not all compounds are listed (hit frequency here may not be typical).
